Bioassay records from PubChem BioAssay.
STAT1 act = STAT1 signaling activators, primary screen, cell-based, HTS, luciferase reporter; AID 932, 2007; 200,000 tested, 2.6% active; NIH 3T3 STAT1-luciferase reporter, IFN-gamma, luminescence; 100% = IFN-gamma alone, no compound; activation (% of control), % at 5.5 µM;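 active = activation above the screen-wide mean activation plus 3 SD, cut at about 130% in these data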;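 note: raw ratio to IFN-gamma control signal so 100% means no change and 0% no light; values of inactives mirror those of a sister screen read the other way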
STAT3 inh = IL-6 driven STAT3 reporter inhibitors, primary screen, U3A cells, luciferase, luminescence, MLSCN library; IL-6 STAT3-luciferase reporter; host cell line lacks STAT1; inhibition, % at 5.5 µM; 190,000 tested, 0.89% active; AID 862, 2007;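 active = inhibition above the mean inhibition across all screened compounds plus 3 SD, cut at about 44% in these data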;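 note: 0% = DMSO only wells and 100% = 100 µM nifuroxazide control wells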
APP 5'UTR act = activators of APP 5'UTR luciferase reporter, primary screen, SH-SY5Y cells; SH-SY5Y APP 5'UTR luciferase reporter, luminescence; zero percent = DMSO vehicle wells; activation, % at 2 µM; 190,000 tested, 1% active; AID 1276, 2008;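 active = activation above a set limit, based on mean plus 3 SD of controls, cut at about 140% in these data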; note: values of inactives mirror those of a sister screen read the other way
NF-kB neuron act = activators of NF-kB expression in neurons, primary screen, cell-based, HTS | 190,000 tested, 1.6% active | fold change at 12.5 µM | human neuronal cells, NF-kB reporter expression; stronger effect = higher value; in the data active = fold change above about 3.3
STAT1 blocker = STAT1 signaling inhibitors, primary screen, cell-based, HTS, luciferase reporter | NIH 3T3 STAT1-luciferase reporter, IFN-gamma, luminescence | inhibition, % at 5.5 µM | 200,000 tested, 0.35% active | AID 920, 2007;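 active = inhibition above a set limit, the mean inhibition across all tested compounds plus 3 SD, cut at about 34% in these data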;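 note: 0% = IFN-gamma with DMSO and 100% = IFN-gamma with 300 µM nifuroxazide; values of inactives mirror those of a sister screen read the other way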
Hsp70 activator = Hsp70 transcriptional activators, primary screen, cell-based, HeLa, Hsp70 promoter luciferase, luminescence, 10 µM; HeLa Hsp70 promoter luciferase reporter; scaled: vehicle 0, proteasome-inhibitor control 100%; 200,000 tested, 0.04% active; AID 1203, 2008; activation, % at 10 µM;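 active = activation above the mean across all tested compounds plus 3 SD, cutoff set per campaign, cut at about 5.5% in these data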;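 note: 100% = MG132 at 30 µM as the positive control and 0% = DMSO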
TLR4 MyD88 comp = inhibitors of TLR4-MyD88 association in cells, primary screen, cell-based, HeLa CL3-4, BLA complementation, FRET ratio; HeLa CL3-4 TLR4/MyD88 BLA complementation; inhibition, % at 8.4 µM; 200,000 tested, 0.18% active; AID 861, 2007; in the data active = inhibition above about 25%;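 note: 0% = vehicle and 100% = reference inhibitor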
Target sequence (O00206 whole entry, looked up): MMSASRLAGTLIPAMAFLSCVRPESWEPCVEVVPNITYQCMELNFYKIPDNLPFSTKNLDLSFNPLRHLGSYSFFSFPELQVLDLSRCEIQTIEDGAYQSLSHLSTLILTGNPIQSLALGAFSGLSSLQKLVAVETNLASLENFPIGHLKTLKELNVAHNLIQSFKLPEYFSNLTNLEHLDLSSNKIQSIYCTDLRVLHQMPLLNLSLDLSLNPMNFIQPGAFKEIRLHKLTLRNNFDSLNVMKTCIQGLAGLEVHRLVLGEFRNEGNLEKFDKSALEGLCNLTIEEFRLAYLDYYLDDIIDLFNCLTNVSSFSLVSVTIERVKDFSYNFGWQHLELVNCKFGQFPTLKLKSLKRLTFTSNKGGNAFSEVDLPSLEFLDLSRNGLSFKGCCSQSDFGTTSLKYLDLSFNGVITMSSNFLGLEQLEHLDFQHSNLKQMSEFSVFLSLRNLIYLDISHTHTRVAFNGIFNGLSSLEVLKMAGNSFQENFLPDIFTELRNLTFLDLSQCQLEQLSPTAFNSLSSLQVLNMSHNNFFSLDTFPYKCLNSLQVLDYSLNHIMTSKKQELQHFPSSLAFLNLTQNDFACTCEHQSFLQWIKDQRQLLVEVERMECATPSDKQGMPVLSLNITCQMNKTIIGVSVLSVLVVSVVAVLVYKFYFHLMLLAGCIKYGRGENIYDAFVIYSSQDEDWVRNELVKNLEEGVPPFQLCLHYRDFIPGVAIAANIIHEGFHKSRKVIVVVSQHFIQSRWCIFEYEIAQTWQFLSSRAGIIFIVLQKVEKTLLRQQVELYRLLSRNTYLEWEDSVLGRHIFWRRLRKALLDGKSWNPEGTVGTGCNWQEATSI
Target sequence (Q99836 whole entry, looked up): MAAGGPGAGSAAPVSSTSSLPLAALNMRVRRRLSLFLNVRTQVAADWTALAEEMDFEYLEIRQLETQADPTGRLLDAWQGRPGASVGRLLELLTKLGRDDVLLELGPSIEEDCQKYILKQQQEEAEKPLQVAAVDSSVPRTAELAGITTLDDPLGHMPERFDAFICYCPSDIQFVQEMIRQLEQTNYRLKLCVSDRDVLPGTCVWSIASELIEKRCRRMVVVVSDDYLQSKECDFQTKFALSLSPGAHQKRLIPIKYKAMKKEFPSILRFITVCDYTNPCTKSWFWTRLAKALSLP
Redox H2O2 prof = compounds producing H2O2 with reducing agent – biochemical, NIH compound library profiling, artefact control for MLSCN library redox annotation, primary screen | activation, % at 10 µM | 200,000 tested, 0.03% active | DTT-dependent redox cycling H2O2, phenol red/HRP absorbance; 100% = 100 µM peroxide control, 0% = buffer;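 active = activation of at least 50% relative to the plate's high and low controls in the primary single-dose screen; inactive = activation below 50%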;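 note: compound incubated with DTT at 0.8 mM final as the reducing agent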
STAT3 activator = IL-6 driven STAT3 reporter potentiators, primary screen, U3A cells, luciferase, luminescence, MLSCN library; 190,000 tested, 0.91% active; IL-6 STAT3-luciferase reporter; 100% = signal with IL-6 EC80 alone; AID 871, 2007; activation (% of control), % at 5.6 µM;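 active = activation above the screen-wide mean of compound activation plus 3 SD, cut at about 130% in these data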;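 note: 0% = background luminescence of wells with medium and substrate only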
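Test system: human U3A cells carrying STAT3-luciferase construct; control set: IL-6-only wells as 100% reference; timing: compound pre-incubation 1 h before IL-6, then 6 h stimulation at 37 °C; also added: IL-6 stimulus at 33 ng/mL final; evaluation: % activation versus median of IL-6-stimulated wells; detection: reporter luminescence signal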
HMGR II inh = inhibitors of E. faecalis class II HMGR, primary screen, biochemical, Enterococcus faecalis. inhibition, % at 10 µM. AID 1066, 2008. HMG-CoA reductase (Enterococcus faecalis, mvaE). purified E. faecalis HMGR, NADPH absorbance 340 nm kinetic. 190,000 tested, 0.41% active;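 active = inhibition above a set limit, the median over all tested compounds plus 3 SD, cut at about 9.5% in these data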;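 note: enzyme runs in reverse so mevalonate oxidation gives rising NADPH absorbance; 0% = complete reaction with DMSO and 100% = background rate lacking mevalonate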
An asterisk follows results filed as active; . = not tested or not shown.

SMILES	STAT1 act	STAT3 inh	APP 5'UTR act	NF-kB neuron act	STAT1 blocker	Hsp70 activator	TLR4 MyD88 comp	Redox H2O2 prof	STAT3 activator	HMGR II inh
Cc1ccc(C[n+]2cccc(-c3ccccc3)c2)c(C)c1	74	18	4	0.67	29	-0.4	9	-0.2	84	1
CCOC(=O)C1CCN(S(=O)(=O)c2ccc(OCC(=O)OC)cc2)CC1	100	4	0	1	2	0.0	16	-1.4	100	-7
COc1ccc2c(c1OC)C(=O)N1N=C(c3ccc(Cl)cc3)CC21 (configuration not stated)	95	13	12	1	5	-0.4	10	0.0	86	0
CCOc1ccc(NC(=O)N(CCC(C)C)C2CCN(C(C)=O)CC2)cc1	102	7	-3	0.96	-2	0.7	-7	-0.3	99	-3
Cc1cccc2cc(/C=N/NC(=O)c3ccccc3O)c(Cl)nc12	108	11	7	1.1	-8	-0.4	2	0.3	93	-8
CCc1sc(N(C(=O)Cc2ccccc2)c2ccccc2)nc1-c1ccccc1	100	2	-7	1.1	0	-0.2	-15	-0.2	104	-8
Cc1ccc(OCC(=O)N2CCN(C(=O)CCC3CCCC3)CC2)cc1	103	-1	46	0.76	-3	0.0	5	1.2	103	-3
COc1ccc(OC)c(N(CC(=O)NCc2ccncc2)S(C)(=O)=O)c1	94	0	4	0.98	6	-0.5	-6	0.4	98	-2
CCC(=O)Nc1cc(C(C)(C)C)ccc1C(C)=O	99	4	15	1.3	0	-0.5	-14	0.1	98	1
O=c1c2ccccc2c(/C=N/n2cnnc2)c(O)n1-c1ccccc1	95	3	2	1.6	6	-0.3	-4	-1.9	97	-1
CSc1ccc(S(=O)(=O)Nc2ccc(OCC(=O)N3CCOCC3)cc2)cc1	93	14	11	1	5	-0.2	6	-0.9	93	-2
COc1ccc(N(CC(=O)NC2CCCC2)C(=O)CS(=O)CC(=O)Nc2ccc3c(c2)OCO3)cc1 (configuration not stated)	105	-6	10	1.1	-8	0.4	-6	-0.3	107	-9
CCn1cc(/C=C/C(=O)Nc2ccc(C)cc2Br)cn1	95	18	14	2	6	-0.1	-13	-0.5	85	-6
O=c1[nH]c(C(F)(F)F)nc2ccccc12	108	3	1	1	-8	-0.3	6	2.0	102	1
Clc1ccc(-c2ccnc(Oc3ccc4ccccc4c3)n2)cc1	105	11	10	1.1	-6	-0.3	-9	-1.3	95	-1
COc1ccc(N(C(=O)COc2ccccc2OC)S(=O)(=O)c2ccc(C)cc2)cc1	105	4	0	0.9	-6	-0.2	4	0.9	107	-1
CC1(C)CC(=O)C/C(=N\NC(=O)C2CC23CCC3)C1 (configuration not stated)	104	11	-6	1.1	-6	0.1	5	-0.3	96	-4
O=C(NCc1ccco1)c1cc2c(s1)CSC2	99	-2	-11	1.2	1	-0.2	2	-3.7	105	3
COc1ccnc(Oc2ccc(F)cc2)c1-c1ncn[nH]1	104	7	-6	1.1	-4	0.1	8	-0.7	101	5
CCOc1ccccc1N1CCN(C(=O)CC(C)C)CC1	105	9	-6	1.2	-6	-0.3	1	-0.2	93	-7
COc1cccc(C(=O)NN2CC(O)=C(c3nc4ccccc4n3C)C2=N)c1	96	6	5	1.3	1	-0.4	13	-0.5	99	-3
CCC(C)N1C(=O)CCC1C(=O)O (configuration not stated)	93	16	26	1.1	8	-0.5	4	0.3	91	-5
COC(=O)c1ccccc1S(=O)(=O)Nc1ccc2cn[nH]c2c1	107	-47	9	1.1	-8	0.0	-2	1.6	143*	-1
Cc1ccccc1NC(=O)c1ccc(Cl)c(NC(=O)c2ccncc2)c1	104	3	13	1.6	-4	-0.4	-10	0.5	101	-5
Cc1nc2ccccc2nc(C)c1=NOCC(=O)N(c1ccccc1)C(C)C	104	-4	11	0.92	-6	0.1	-3	0.5	111	4
CN1CCN(C(=O)c2ccc(COc3ccc(Cl)cc3Cl)cc2)CC1	108	-2	8	0.88	0	-0.1	2	0.7	105	-1
COC(=O)C1CCN(c2nc3ccccc3nc2C(C#N)C(=O)OCC(C)C)CC1 (configuration not stated)	91	6	5	0.54	10	-0.1	-1	-0.8	97	0
O=C(CCCCn1c(=O)[nH]c2ccccc2c1=O)N1CCN(c2cccc(C(F)(F)F)c2)CC1	92	1	-7	0.38	9	-0.2	-10	1.2	101	-2
Cc1[nH]n(-c2ccccc2)c(=O)c1C=NC1CCCCC1	120	-5	-1	6.1*	-22	0.3	5	2.7	106	-1
O=C(Nc1ccc2c(c1)S(=O)(=O)N=C1CCCCCN12)c1ccccc1Cl	91	11	-1	0.96	8	-0.1	0	-0.3	97	-4

Compounds shown so far that have two or more sulfur atoms (2):
SMILES	STAT1 act	STAT3 inh	APP 5'UTR act	NF-kB neuron act	STAT1 blocker	Hsp70 activator	TLR4 MyD88 comp	Redox H2O2 prof	STAT3 activator	HMGR II inh
CSc1ccc(S(=O)(=O)Nc2ccc(OCC(=O)N3CCOCC3)cc2)cc1	93	14	11	1	5	-0.2	6	-0.9	93	-2
O=C(NCc1ccco1)c1cc2c(s1)CSC2	99	-2	-11	1.2	1	-0.2	2	-3.7	105	3

New compounds follow:
SMILES	STAT1 act	STAT3 inh	APP 5'UTR act	NF-kB neuron act	STAT1 blocker	Hsp70 activator	TLR4 MyD88 comp	Redox H2O2 prof	STAT3 activator	HMGR II inh
O=C(COC(=O)C(O)c1ccccc1)c1ccc2c(c1)OCCO2 (configuration not stated)	128	-13	5	1.1	-30	-0.3	2	-2.4	115	-2
COc1ccc(NCC(=O)N/N=C/c2c(C)nn(Cc3ccccc3)c2Cl)cc1	90	11	-8	1.1	11	-0.6	-6	0.9	95	-5
CC1(C)Cc2c(sc(NC(=O)c3ccc(Br)o3)c2C#N)CO1	133*	-3	88	3	-35	0.0	-3	2.4	106	0
CCc1ccc(NC(=O)c2cnn3ccccc23)cc1	30	98*	135	4*	78*	-0.5	-15	-0.8	22	-3
Brc1ccccc1OCCCCCN1CCOCC1	106	13	-10	1.5	-7	0.0	-3	-0.9	91	-5
COc1cc(CN2C(=S)NC(C)(C)CC2(C)O)cc(OC)c1 (configuration not stated)	98	-1	1	0.98	2	-0.1	-13	0.0	98	3
CC(=O)c1ccc(N2Cc3ccccc3/C2=N\C(=O)Nc2ccccc2)cc1	126	-8	54	1.6	-29	0.2	-2	0.6	103	-13
O=C(Nc1cccnc1)c1ccc([N+](=O)[O-])cc1Cl	97	14	-23	0.84	2	-0.5	10	-0.1	90	-1
Cc1ccc(-n2nnnc2SCC(=O)N2CCc3ccccc3C2)cc1	100	8	0	0.92	0	-0.2	0	-4.8	93	-2
Fc1ccc(-n2ncc3c(SCc4cccnc4)ncnc32)cc1	118	29	90	3.4*	-19	0.3	-4	0.3	77	-2
O=C(NC1CCCCCC1)C(=O)NC1CCCC1	105	-2	54	1.1	-6	0.2	9	-0.4	103	-4
CCOc1ccc2nc(N3CCC(C(=O)N4CCN(C5CCCCC5)CC4)CC3)sc2c1	117	24	12	1	-19	-0.1	-12	-0.6	84	-12
O=C(NC(=S)Nc1cccc2cnccc12)c1ccccc1	95	7	10	1.2	2	-0.1	-20	0.7	98	-1
Fc1ccccc1CSc1nnc(Cn2cnc3ccccc32)n1-c1ccccc1	97	-2	.	1	1	0.2	3	0.8	104	-4
CCn1ncc(C2=NOC(C(=O)NCc3ccccc3)C2)c1C (configuration not stated)	110	-9	-72	3.1	-9	-0.1	-4	0.4	111	0
CCC1(C)Cc2c(sc3nc4n(c(=O)c23)CCS4)CO1 (configuration not stated)	99	14	-11	1.2	1	-0.3	-22	1.8	91	-5
CN(C(=O)COC(=O)CNS(=O)(=O)/C=C/c1ccccc1)C1CCS(=O)(=O)C1 (configuration not stated)	102	6	10	1	-2	-0.4	-1	-0.2	103	-2
CCOc1cc(CNCCO)cc(Br)c1OCc1ccc(Cl)cc1Cl	97	9	14	1.4	3	-0.3	-1	2.0	95	1
CC(C)c1cccc(C(C)C)c1NC(=O)CCl	89	6	-13	1.3	10	-0.3	1	-2.8	100	-3
O=C(Cc1ccccc1)Nc1ccc(NC(=O)c2cccs2)cc1	104	16	34	1.4	-5	-0.3	-18	-0.4	93	-3
O=C(CCCOc1ccc(Cl)cc1Cl)NCc1ccccn1	96	2	12	1.2	5	-0.2	-12	-1.5	100	-3
CCCCc1cc(=O)oc2cc(C)cc(O)c12	96	15	24	1	4	0.0	-8	13	90	7
O=C(c1csc2c1CCCC2)N1CCN(c2ccccc2)CC1	93	-3	4	1	7	-0.1	-3	2.1	104	3
O=S(=O)(Nc1ccc(-c2cn3c(n2)SCC3)cc1)c1cccs1	107	1	35	1.7	-9	-0.3	-10	-0.3	102	-1
O=C(CN1C(=O)CSC1=O)Nc1ccc(F)c(F)c1F	109	4	5	1.2	-9	-0.1	-19	2.8	98	-2
Cc1ccc(Nc2nc(CSc3nnc(-c4cccs4)o3)cs2)cc1	113	0	9	1.6	-14	-0.1	5	2.2	104	-1
CCN(CC)c1cnn(C/C(=N\OC)c2ccc(Cl)cc2)c(=O)c1Br	90	16	-9	0.78	11	0.5	-3	-0.3	88	-2
O=C1c2cccc3cccc(c23)C(=O)N1Nc1ccccc1	98	11	12	0.83	0	-0.1	-9	0.0	95	9
Cc1ccc(C(=O)N2CCSCC2)cc1	101	-4	-4	0.94	-1	0.2	-1	0.1	107	-1
O=C1C(Cl)=C(N2CCCCC2)C(=O)N1Cc1ccccc1	97	6	1	0.94	3	-0.3	6	-0.7	97	-3
CCOC(=O)CC1CCCCN1Cc1cn(C)nc1-c1ccc2c(c1)OCCO2 (configuration not stated)	106	3	27	1.2	-8	-0.3	2	-0.7	101	2
COc1ccccc1NC(=O)N1CCCC(c2nc3c(nnn3Cc3ccc(C)cc3)c(=O)[nH]2)C1 (configuration not stated)	106	9	-2	1.1	-7	-0.2	5	-0.4	96	-5
COc1ccccc1CC(=O)Nc1cccc(C)n1	97	-3	28	1.1	2	-0.3	-4	-0.7	107	-9
CCC(NC(=O)NC1=NCCS1)(C(F)(F)F)C(F)(F)F	93	9	18	1.1	8	-0.7	7	-0.2	98	-2
CCN(CC)c1nc(C)c(C(=S)Nc2cc([N+](=O)[O-])ccc2Cl)s1	91	12	3	0.93	7	-0.1	4	0.1	93	-9
CCn1ncc(NC(=O)Nc2cccc(C(F)(F)F)c2)c1C(N)=O	94	4	0	0.88	7	2.0	-7	-2.6	96	-2
O=C(COC(=O)c1cc(S(=O)(=O)N2CCCCC2)ccc1Cl)NCc1ccco1	95	2	-5	1.1	6	-0.3	3	-1.1	99	-8
Cc1ccnc(N2C(=O)OC(C)(C)C2(C)O)c1 (configuration not stated)	99	6	1	1.3	-1	-0.3	-5	-0.3	99	-6
COCC(=O)Nc1ccccc1C(=O)Nc1ccc(OC)cc1	104	-11	6	1.5	-4	-0.1	5	0.1	112	0
